High-throughput results from PubChem.
WRN helicase inh – WRN helicase (human) inhibition. Q14191. WRN helicase unwinding, fluorescent forked duplex, kinetic. Potency, µM (series often up to 114 µM), without a hit: top-dose activity change, negative = inhibition, usual class: inhibitors. hit rate 0.46% among 360,000. AID 651768; also: potency is read from the fitted curve at half-maximal effect; % is scaled to controls: 0 for no effect and ±100 for the full control effect; nearly all actives have a fitted effect of over 55% in size
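Screening of the MLSMR collection measured strand separation of a quenched forked DNA duplex (100 nM) by 20 nM WRN with 2 mM ATP, all final. Compounds were preincubated with enzyme 15 min at room temperature.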
PLK1 PBD inh – blocks phosphopeptide binding to human PLK1 polo-box domain; P53350; Plk1 PBD binding of FITC phosphopeptide, fluorescence polarization; Potency, µM, without a hit: max response, negative = inhibition, usual class: inhibitors; hit rate 2.8% among 360,000; AID 720504; also: potency is read from the fitted curve at half-maximal effect; series mostly up to about 57 µM; % is scaled to controls: 0 for no effect and ±100 for the full control effect; nearly all actives have a fitted effect of over 65% in size
Target sequence (P53350 whole entry, looked up, the tested form may be a part): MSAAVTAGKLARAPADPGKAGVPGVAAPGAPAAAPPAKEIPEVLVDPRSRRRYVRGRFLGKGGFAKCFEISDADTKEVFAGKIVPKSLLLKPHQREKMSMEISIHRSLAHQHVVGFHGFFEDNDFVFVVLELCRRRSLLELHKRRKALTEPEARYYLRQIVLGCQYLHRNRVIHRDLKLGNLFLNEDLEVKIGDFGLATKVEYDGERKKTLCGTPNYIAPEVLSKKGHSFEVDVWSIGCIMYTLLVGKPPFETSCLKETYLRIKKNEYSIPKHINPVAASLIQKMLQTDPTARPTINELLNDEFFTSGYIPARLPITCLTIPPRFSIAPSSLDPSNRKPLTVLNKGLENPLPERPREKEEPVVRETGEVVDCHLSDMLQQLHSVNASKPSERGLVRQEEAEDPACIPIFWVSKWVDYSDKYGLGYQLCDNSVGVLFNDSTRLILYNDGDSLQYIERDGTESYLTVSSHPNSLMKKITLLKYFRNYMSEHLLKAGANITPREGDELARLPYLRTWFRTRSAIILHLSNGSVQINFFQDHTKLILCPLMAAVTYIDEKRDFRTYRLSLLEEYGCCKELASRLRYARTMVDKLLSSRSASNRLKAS
aSyn rescue – inhibitors of alpha-synuclein toxicity in yeast. Potency, µM (top dose mostly 46.1 µM), for the others: at the highest dose growth rescue (activation), most hits filed as activators. hit rate 0.14% among 370,000. AID 652106. Yeast expressing alpha-synuclein, growth rescue, BacTiter-Glo, 24 h; also: potency is read from the fitted curve at half-maximal effect; % of control where 0% means no effect; nearly all actives have a fitted effect of over 65% in size
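Screening used galactose-induced yeast with toxic alpha-synuclein levels, exposed to compound for 24 hr at 30 deg C. Cell growth, read with BacTiter-Glo luminescence, gave the measured signal.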
FUS yeast rescue – suppressors of FUS proteinopathy in yeast; S. cerevisiae FUS-expressing, growth rescue, OD600, 24 h; Potency, µM (highest dose often 76.6 µM), for inactives: at the highest dose growth rescue (activation), usual class: activators; hit rate 0.24% among 390,000; AID 1347120;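 also: potency is read from the fitted curve at half-maximal effect; plate controls were DMSO vehicle for no effect and reference control for full effect; nearly all actives have a fitted effect of over 55% in size; some results filed as inactive show a strong effect at the top dose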
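Restored growth of FUS-toxic S. cerevisiae, read as 600 nm absorbance after 24 h at 30C in galactose medium (starting OD 0.005). Controls CP55940 and DMSO.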
EPAC1 antag – antagonists of human EPAC1 | O95398 | EPAC1 GEF assay, Rap1b-BODIPY-GDP exchange fluorescence | Potency, µM (doses to about 115 µM), inactives show at the top dose activity change, negative = inhibition, actives largely listed as inhibitors | hit rate 0.14% among 360,000;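 also: potency is read from the fitted curve at half-maximal effect; plate controls were vehicle for no effect and positive control for full effect; nearly all actives have a fitted effect of over 50% in size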
IL2 activator – IL-2 activation | IL-2 activation reporter assay, cell-based qHTS; stimulated with anti-CD3/CD4/CD28 beads; in transgenic mouse T cells | activation, % (series mostly up to about 46 µM) | AID 652025 | hit rate 0.065% among 360,000; in the data active = activation above about 50%; inconclusive = mostly about 30% to 49%; also: 0% is about no effect
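First, unstimulated transgenic mouse T cells were exposed to compound for 60 min. Next, anti-CD3/anti-CD4-coated beads with anti-CD28 were added. Finally, after 18 h at 37 degrees C, EGFP and DsRed were imaged.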
Abeta rescue – compounds reversing amyloid beta toxicity in yeast | yeast expressing A-beta42, growth rescue, OD600, 48 h; response scale: 0% DMSO, 100% iron-clioquinol control | Potency, µM (titrated, usually from 46.1 µM), for the others: top-dose growth rescue, actives largely listed as activators | hit rate 0.063% among 410,000 | AID 1347071; also: potency is read from the fitted curve at half-maximal effect; nearly all actives have a fitted effect of over 55% in size
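Growth rescue measured by 600 nm absorbance after 48 h yeast culture at 30 C with compound. Values normalized between DMSO and an equimolar ferric chloride plus clioquinol control.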
PI5P4Ka inh – inhibitors of human PI5P4K alpha. P48426. PI5P4Kalpha enzyme, ADP-Glo luminescence, 60 min; stronger effect = lower value. max response, %. hit rate 1.2% among 330,000. AID 652105; active = max response of -50% or lower; inconclusive = between -30% and -50%; inactive = -30% or higher; also: value at the top dose of about 77 µM; % is scaled to controls: 0 for no effect and ±100 for the full control effect
Target sequence (P48426 whole entry, looked up): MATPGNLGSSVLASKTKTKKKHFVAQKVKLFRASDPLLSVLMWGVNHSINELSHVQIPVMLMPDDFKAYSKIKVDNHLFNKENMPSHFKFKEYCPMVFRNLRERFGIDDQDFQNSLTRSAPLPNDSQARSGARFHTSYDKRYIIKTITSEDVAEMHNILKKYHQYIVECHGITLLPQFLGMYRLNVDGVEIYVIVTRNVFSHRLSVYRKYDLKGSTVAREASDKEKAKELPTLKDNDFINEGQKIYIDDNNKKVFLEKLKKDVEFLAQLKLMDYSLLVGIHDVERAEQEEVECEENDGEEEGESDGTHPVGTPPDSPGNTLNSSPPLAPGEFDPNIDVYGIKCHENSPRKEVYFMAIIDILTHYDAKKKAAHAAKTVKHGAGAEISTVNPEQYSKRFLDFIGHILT
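Reactions run in 0.038 M HEPES pH 7.4, 0.28 mM EGTA, 0.1% CHAPS and 5% DMSO, with PI5P4Kalpha, substrate, compound and 5 microM ATP final, one hour at room temperature. Readout is ADP-Glo luminescence.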
EPAC1 agonist – activates human EPAC1 exchange factor; AID 720707; O95398; hit rate 0.073% among 360,000; EPAC1 agonist qHTS, biochemical assay; response scale: 100% = response to 6.5 mM cAMP; Potency, µM (top dose mostly 154 µM), for the others: top-dose activation, most hits filed as activators; also: potency is read from the fitted curve at half-maximal effect; nearly all actives have a fitted effect of over 60% in size
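Nucleotide exchange assay: 100 nM EPAC1 with 250 nM Rap1B loaded with BODIPY-GDP and 50 uM GDP, room temperature. Fluorescence (480/540 nm) read every 5 min for 30 min; signal change normalized to 6.5 mM cAMP as full agonist.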
Numbers without * were called inactive; ? = inconclusive; / = no result given; [ ] = another dose, or the depositor's remark. Unless noted, calls follow the shape of the dose curve; as a rule, active = well fitted curve in the direction sought with a large enough effect; inconclusive = small, poorly fitted or top-dose-only effect, or another doubt; inactive = no such curve, though single readings can be large; an effect the other way counts as inactive or inconclusive.

SMILES | WRN helicase inh | PLK1 PBD inh | aSyn rescue | FUS yeast rescue | EPAC1 antag | IL2 activator | Abeta rescue | PI5P4Ka inh | EPAC1 agonist
CCC(=O)Nc1nc2ccccc2n1Cc1ccccc1Cl | 8% | 3% | 15% | 13% | -9% | 0.3 | 2% | 0 | -9%
CCCCc1c(C)nc2nc(SCc3ccc(Cl)cc3)[nH]n2c1=O | -9% | -28% | 0% | -24% | -25% | -0.7 | -5% | 0 | 1%
COc1ccc2[nH]c(CN3CCN(C(C)C)C(CCO)C3)c(C)c2c1 (stereo not drawn) | 2% | 0% | 0% | -10% | 14% | 0.3 | -3% | 7 | 13%
O=C(NCc1ccc(Cl)cc1)C1CCCO1 (stereo not drawn) | -6% | -7% | 1% | -28% | 5% | -1.8 | 6% | 0 | 7%
CC(C)(C)CN1CCC(Oc2cccc(C(=O)N3CCC[C@H]3CO)c2)CC1 | -2% | -14% | -6% | 3% | 4% | -2.1 | 3% | 12 | -8%
Cc1cc(Nc2ccc(F)cc2)n2nc(C)nc2n1 | 0% | -3% | 0% | 2% | 0% | -3.4 | 8% | -1 | 6%
C=CCSc1nc(N2CCOCC2)c2c(c1C#N)CC(C)(C)N(C)C2 | 7% | -1% | -3% | -13% | 6% | -1.6 | -14% | 5 | -4%
Cc1nn(-c2ccc(F)cc2)c2sc(C(=O)N3CCCCCC3)cc12 | -4% | 1% | 4% | -19% | -15% | -0.1 | 9% | 9 | 14%
CCCC(=O)c1ccc(N2CCCC2)c(F)c1 | -6% | 1% | -2% | 5% | 6% | -0.5 | 11% | 1 | 4%
COc1ccc(NC(=O)C(=O)N/N=C/c2cccnc2)cc1 | -6% | -9% | 9% | 9% | -15% | 0.1 | -19% | 0 | 6%
O=C(O)c1ccccc1NCc1ccncc1 | -14% | -5% | -7% | 13% | 1% | -2.9 | 10% | / | -3%
CCN(C[C@H]1N[C@@](C)(C(=O)OC)[C@H]2C(=O)N(Cc3ccccc3)C(=O)[C@@H]12)C(=O)Nc1ccc(Cl)cc1 | -10% | -1% | 1% | 20% | -18% | -0.6 | 2% | 4 | 1%
C[C@H](CO)N1C[C@H](C)[C@@H](CN(C)S(=O)(=O)c2ccc(F)cc2)Oc2c(NS(=O)(=O)c3ccccc3)cccc2C1=O | -5% | -6% | -1% | ? | 2% | -0.5 | 0% | -5 | -4%
COCCn1c(SCC(=O)Nc2cc(C)on2)nc2c([nH]c3ccccc32)c1=O | 13% | -8% | -1% | -17% | -1% | -3.5 | 3% | -18 | 6%
Nc1nc2c(nc(SCc3ccccc3Br)n2C2OC(CO)C(O)C2O)c(=O)[nH]1 (stereo not drawn) | -1%[57.1 µM] | -9% | 0% | -3% | 4% | 1.6 | -12% | 13 | 5%
CCCCNc1ccc2oc(-c3ccc(OC)cc3)c(-c3ccc(OC)c(F)c3)c2c1 | 0% | 6% | 0% | -1% | 0% | -1.5 | -4% | 16 | 3%
CC(=O)Oc1ccc2c(c1)c(C(C)=O)c(C)n2C | -8% | -3% | 1% | 20% | 0% | 7.5 | 2% | / | 5%
CCCCCCNC(=O)CCc1nc2cccnc2n1Cc1ccc(OC)cc1 | -3%[11.6 µM] | -19% | -4% | 9% | -8% | -0.2 | -3% | 0 | 2%
Cc1ccccc1NCN1C(=O)C2C3C=CC(C3)C2C1=O (stereo not drawn) | -1% | -4% | 6% | -27% | -1% | 0.7 | 12% | 8 | 18%
COCCNc1nc(C)c(C(C)=O)s1 | 6% | -10% | -3% | 30% | 13% | 1.9 | -14% | 4 | -7%
CCN(CC)S(=O)(=O)c1cccc(NC(=O)c2ccccc2Br)c1 | 6%[57.1 µM] | -6% | -3% | -1% | -23% | -0.8 | 2% | 10 | -3%
CCOC(=O)c1ccn(-c2nc(-c3ccco3)cc(C(F)(F)F)n2)n1 | 1% | 3% | 1% | 14% | 8% | -4.7 | 1% | 2 | -20%
O=C(COc1ccc(-c2ccccc2)cc1)NNC(=O)Nc1ccccc1 | 1% | -15% | -11% | -6% | -15% | 0.4 | -16% | 0 | 7%
COc1ccccc1N1CCN(C(=O)C2CCN(S(=O)(=O)c3ccc(Cl)cc3)CC2)CC1 | -6% | 4% | 20% | ? | 10% | 8.8 | 15% | / | 12%
COCCCNC(=O)Cn1c(=O)n(CC(=O)N2CCCCC2)c(=O)c2sccc21 | 2% | -6% | -1% | -26% | -9% | -0.3 | 4% | -1 | 0%
COc1ccc(N2CCN(C(c3cccc(OC)c3OC)c3nnnn3C3CCCC3)CC2)cc1 (stereo not drawn) | -17% | -11% | 13% | ? | -9% | -0.3 | 6% | 3 | 14%
O=C(/C=C/c1ccccc1Cl)c1ccc(O)cc1 | -10%[57.1 µM] | -3% | -33%[inhibitor] | 2% | ? | 0.2 | ? | -54* | -5%
CN1CCN(NC(=O)c2ccc(Br)s2)CC1 | 7% | 30µM* | 7% | -7% | 2% | -0.5 | 17% | -1 | 0%
O=C(NCc1nnnn1-c1ccc(F)c(F)c1)c1cc2ccccc2o1 | 15% | -4% | 1% | 16% | 8% | -0.9 | -30% | 0 | 4%
Cc1cccc(C(=O)O/N=C2\CCS(=O)(=O)c3sccc32)c1 | -1% | -4% | -2% | -5% | -2% | -0.8 | -5% | 0 | 6%
Cc1snc(S(=O)(=O)/C(C#N)=N\Nc2ccccc2)c1C#N | -6% | -18% | 0% | 24% | 18% | -0.1 | -9% | 1 | 2%
COCCCNC(=O)CS(=O)Cc1nc(-c2cccc(OC)c2)oc1C (stereo not drawn) | 2% | 1% | / | -18% | 5% | -0.1 | 0% | 0 | 2%
O=C(CSc1nc(=O)n2cc(Cl)ccc2n1)Nc1cccc2ccccc12 | -13% | -12% | 5% | 30% | -18% | -3.8 | -10% | ? | 6%
CC(=O)N1CCSc2ccc(S(=O)(=O)NCc3ccc(F)cc3)cc21 | 2% | ? | 0% | 5% | 9% | 0.6 | 20% | -1 | 2%
CCc1ccc(NC(=O)CSCCO)cc1 | -6% | 0% | 0% | / | 3% | 1.0 | 1% | 5 | 6%
CN(Cc1ccccc1)C(=O)c1ncn(Cc2ccccc2)c1C(=O)N(C)Cc1ccccc1 | -10% | 0% | 1% | 21% | -3% | -0.1 | 3% | 5 | 8%
Cn1c(=O)c2c(ncn2CC(=O)Nc2ccc(N3CCOCC3)cc2)n(C)c1=O | 3% | -25% | 4% | 13% | 0% | -0.8 | 0% | -2 | 2%
CCCN(c1ccc(C)cc1)c1nc(=O)c2cccnc2s1 | -14% | -10% | 10% | 7% | 23% | 1.0 | -21% | 3 | -8%
N#Cc1ccccc1S(=O)(=O)N1CCN(C(=O)c2cn(-c3ccccc3)nc2-c2cccnc2)CC1 | 0% | -4% | 1%[1.84 µM] | 15% | 13% | 0.1 | -8% | 6 | -1%
COc1ccc(-c2ccc(C(=O)NC3CCCCC3)c3occc23)c(C)c1 | -9% | -10% | 0% | 26% | -11% | -0.3 | -2% | -3 | 12%

Single records (already shown). Values in the order: WRN helicase inh	PLK1 PBD inh	aSyn rescue	FUS yeast rescue	EPAC1 antag	IL2 activator	Abeta rescue	PI5P4Ka inh	EPAC1 agonist
Listed for CCCN(c1ccc(C)cc1)c1nc(=O)c2cccnc2s1 → -14%	-10%	10%	7%	23%	1.0	-21%	3	-8%
Listed for CCN(CC)S(=O)(=O)c1cccc(NC(=O)c2ccccc2Br)c1 → 6%[57.1 µM]	-6%	-3%	-1%	-23%	-0.8	2%	10	-3%
Listed for Cc1snc(S(=O)(=O)/C(C#N)=N\Nc2ccccc2)c1C#N → -6%	-18%	0%	24%	18%	-0.1	-9%	1	2%

The results go on:
SMILES	WRN helicase inh	PLK1 PBD inh	aSyn rescue	FUS yeast rescue	EPAC1 antag	IL2 activator	Abeta rescue	PI5P4Ka inh	EPAC1 agonist
CCn1c(CNC(=O)c2ccco2)nnc1SCC(=O)Nc1cc(F)ccc1C	-2%	-1%	2%	12%	-8%	0.5	0%	-3	10%
Cc1ccc(S(=O)(=O)N(C)/N=C/c2ccc(N(C)C)cc2)cc1	-2%[57.1 µM]	-3%	3%	2%	?	2.1	5%	-1	9%
CCOC(=O)C(C)Sc1ncc(OC)c(Sc2ccc(Cl)cc2)n1 (stereo not drawn)	2%	-2%	?	50%	7%	-2.0	31%	/	11%
CN(C)S(=O)(=O)c1ccc(NC(=O)CN2CCOCC2)cc1	-5%	-8%	-9%	-9%	2%	1.9	3%	0	-2%
O=C(Nc1nc(-c2ccc(F)c(F)c2)cs1)c1cnccn1	0%	-10%	-10%	-22%	-6%	0.2	-2%	3	5%
Cc1cc([N+](=O)[O-])nn1CC(=O)NNC(=S)Nc1ccc([N+](=O)[O-])cc1	7%	-19%	0%	16%	10%	-2.1	3%	/	1%
CCC(C)NC(=O)CSc1nnc(-c2cc(OC)c(OC)c(OC)c2)c(-c2cc(OC)c(OC)c(OC)c2)n1 (stereo not drawn)	-1%	-1%	6%	10%	11%	-1.8	1%	0	1%
